Compound activity deposited in PubChem by several laboratories.
procasp3 activ: activates human procaspase-3 | P42574 | recombinant procaspase-3 D3A, Ac-DEVD-pNA absorbance 405 nm | AID 463141 | activation, % at 8.5 µM | 0.11% of 330,000 active;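 active means activation above the mean of all tested compounds plus 3 SD, cut at about 21% in these data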;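 further: 0% = DMSO alone and 100% = DMSO wells spiked with extra 5 µM PC-3 D3A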
Target sequence (P42574 whole entry D9A/D28A/D175A): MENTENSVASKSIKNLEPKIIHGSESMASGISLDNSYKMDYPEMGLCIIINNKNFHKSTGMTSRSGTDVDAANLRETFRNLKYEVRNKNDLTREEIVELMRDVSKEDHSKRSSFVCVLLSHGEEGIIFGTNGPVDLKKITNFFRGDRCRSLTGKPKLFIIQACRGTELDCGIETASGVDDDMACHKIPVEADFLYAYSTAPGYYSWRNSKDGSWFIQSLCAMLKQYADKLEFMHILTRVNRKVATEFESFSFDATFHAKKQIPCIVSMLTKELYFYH
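Assay system – Procaspase-3 D3A mutant, all three cleavage aspartates alanine · Controls – DMSO-only low control, 5 µM PC-3 D3A high control · Schedule – 1 h compound preincubation, 2 h substrate hydrolysis at 25 °C · Signal – 405 nm absorbance of p-nitroaniline, reads at 0 and 120 min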
PP5 primary: inhibitors of human protein phosphatase 5 (PP5); P53041; purified PP5c, OMFP substrate fluorescence; inhibition, % at 6.7 µM; 0.18% of 320,000 active;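 active means inhibition above the campaign's mean inhibition across all tested compounds plus 3 SD, cut at about 9.5% in these data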;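 further: 0% = DMSO only and 100% = 100 µM cantharidin control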
Target sequence (P53041 whole entry, looked up): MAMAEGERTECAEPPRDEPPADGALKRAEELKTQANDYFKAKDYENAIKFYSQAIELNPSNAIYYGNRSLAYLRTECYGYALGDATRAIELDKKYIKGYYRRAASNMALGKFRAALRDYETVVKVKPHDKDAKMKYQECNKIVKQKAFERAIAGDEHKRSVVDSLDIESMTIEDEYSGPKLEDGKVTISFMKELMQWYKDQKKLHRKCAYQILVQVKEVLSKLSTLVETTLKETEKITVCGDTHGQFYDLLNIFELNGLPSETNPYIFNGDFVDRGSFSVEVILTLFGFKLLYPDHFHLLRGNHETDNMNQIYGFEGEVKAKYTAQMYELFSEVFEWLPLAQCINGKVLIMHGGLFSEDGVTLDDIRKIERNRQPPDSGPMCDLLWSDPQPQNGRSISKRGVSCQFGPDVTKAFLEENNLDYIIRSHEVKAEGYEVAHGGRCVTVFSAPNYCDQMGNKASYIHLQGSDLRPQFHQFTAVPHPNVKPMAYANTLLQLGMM
Fh CTSL1 inh: counter-screen for PFM18AAP inhibitors: inhibitors of F. hepatica cathepsin L1 | recombinant F. hepatica cathepsin L1, Z-Leu-Arg-MCA fluorescence | inhibition, % at 5.96 µM | 0.49% of 300,000 active | AID 1906;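 active means inhibition above the mean of all tested compounds plus 3 SD, set per screening campaign, cut at about 17% in these data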;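 further: 0% = plate median of test compound wells and 100% = 1 µM Z-Phe-Ala-diazomethylketone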
HCV core dimer: blocks dimerization of HCV core protein; AID 1899; TR-FRET GST/Flag-core106 dimerization, 1536-well; 0.33% of 300,000 active; inhibition, % at 5 µM;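 active means inhibition above the mean of all tested compounds plus 3 SD, set per screening campaign, cut at about 45% in these data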
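Material: Tagged HCV core106 pair (GST and Flag) | Amount: GST-core106 13.5 nM, Flag-core106 17 nM | Medium: KF-containing HEPES buffer, pH 7.45, DTT, CHAPS, BSA | Reagent: Eu donor and XL665 acceptor anti-tag antibodies | Schedule: 4 h at 22.5 °C | Technique: Time-resolved FRET, ex 340 nm, em 617 and 671 nm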
GASC-1 inh: blocks human GASC-1 demethylase activity; AID 2099; Q9H3R0; GST-JMJD2C(1-420) H3K9me3 demethylation, DELFIA europium; 0.069% of 330,000 active; inhibition, % at 2.35 µM;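 active means more than half of a compound's replicate wells show inhibition beyond 50%, single wells judged on their own value; inconclusive means some, but no more than half, of replicates pass 50% inhibition; inactive means no replicate passes 50% inhibition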;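 further: signal counts dimethyl H3K9 product captured on neutravidin plate; 0% = median of DMSO wells and 100% = 0.3 times that DMSO median; strong numbers were not always called active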
proCasp7 act: counter-screen for procaspase-3 activators: activators of human procaspase-7 | P55210 | recombinant procaspase-7, Ac-DEVD-pNA absorbance 405 nm; D23A/D198A/D206A triple mutant, cannot self-cleave; scale: DMSO 0, 5 µM enzyme 100 | activation, % at 8.5 µM | 0.093% of 330,000 active | AID 463210;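 active means percent activation above the screen-wide mean plus 3 SD, cut at about 25% in these data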
Target sequence (P55210 whole entry D23A/D198A/D206A): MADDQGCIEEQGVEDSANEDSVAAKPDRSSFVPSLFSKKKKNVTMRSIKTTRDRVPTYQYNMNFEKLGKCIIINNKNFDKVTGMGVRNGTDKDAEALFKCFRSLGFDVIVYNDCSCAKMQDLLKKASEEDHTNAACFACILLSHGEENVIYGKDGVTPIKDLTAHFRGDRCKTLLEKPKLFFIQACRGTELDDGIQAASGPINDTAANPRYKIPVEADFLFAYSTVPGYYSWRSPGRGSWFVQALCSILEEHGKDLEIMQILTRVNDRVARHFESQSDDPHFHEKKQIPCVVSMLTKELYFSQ
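buffer or medium = Zinc-free HEPES/NaCl buffer, pH 7.4 | material = Procaspase-7 triple mutant (PC-7 D3A) | input = 2 µM procaspase-7 mutant as dispensed | signal = Epi-absorbance of released pNA at 405 nm, two timepoints | timing = 1 h preincubation, 2 h reaction | replicates = singlicate compound testing | evaluation = % activation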
PP1 inh: PP1-alpha (human) inhibition in PP5 counter-screen; 0.9% of 320,000 active; P62136; purified PP1alpha, OMFP fluorescence; inhibition, % at 6.7 µM;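 active means inhibition above the mean inhibition of all tested compounds plus 3 SD, computed separately for each screening campaign, cut at about 15% in these data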
TPT1 inhibitor: inhibitors of Candida albicans tRNA 2'-phosphotransferase TPT1; recombinant caTPT1, FP RNA substrate dephosphorylation; 0.81% of 300,000 active; inhibition, % at 5 µM;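 active means inhibition above the mean of all tested compounds plus 3 SD, set per screening campaign, cut at about 24% in these data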;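 further: plate controls were DMSO alone for no effect and ferristatin control at 100 nM for full effect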
Efflux pump inh: inhibitors of Candida antifungal efflux pumps expressed in yeast; S. cerevisiae Candida pump triplex, Nile Red efflux; 0.44% of 330,000 active; inhibition, % at 10 µM;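 active means plate passing quality check with inhibition over a set limit, or well fluorescence over plate mean plus 4 SD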;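 further: Nile Red retained in pooled yeast measured as flow cytometry median fluorescence; 0% = buffer negative control and 100% = Enniatin B positive control; higher means more Nile Red kept so more efflux inhibition; some compounds called inactive have numbers as strong as hits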
Active calls of the source: *; ? = inconclusive; / = no result given.

Short keys – A = procasp3 activ; B = PP5 primary; C = Fh CTSL1 inh; D = HCV core dimer; E = GASC-1 inh; F = proCasp7 act; G = PP1 inh; H = TPT1 inhibitor; I = Efflux pump inh
COc1ccc(OCc2cc(C(=O)N3CCOCC3)no2)c(Cl)c1
  A = -6	B = -3.0	C = 5	D = -10	E = 0	F = 4	G = 0	H = -1	I = 0.4
CCOC(=O)CSc1nnc(CNC(=O)c2ccc(S(=O)(=O)N3CCCC3)cc2)n1C
  A = -23	B = 2.3	C = -6	D = 7	E = -13	F = 5	G = -4	H = -3	I = 5.1
COc1cccc(CC2(CO)CCCN(Cc3ccc(CN4CCCCC4)s3)C2)c1 (stereo not given)
  A = 5	B = 1.1	C = 2	D = -7	E = -11	F = 10	G = -3	H = -5	I = 0.0
O=C(COC(=O)C1CC(=O)N(Cc2ccco2)C1)c1ccc(OC(=O)c2ccccc2)cc1 (stereo not given)
  A = 0	B = -1.6	C = -56	D = 3	E = 2	F = -13	G = 5	H = 0	I = 0.2
O=C(O)c1ccc2c(c1)S(=O)(=O)N=C1CCCCCN12
  A = 6	B = -0.3	C = -4	D = -6	E = -7	F = 5	G = -3	H = -1	I = -0.1
CCOC(=O)CSc1nnc(-c2ccc(S(=O)(=O)NCc3cccs3)cc2)o1
  A = 11	B = 0.8	C = 1	D = 2	E = -4	F = 11	G = 1	H = 2	I = 0.0
CC1CN(S(=O)(=O)c2cccc(C(=O)N(CCc3ccccc3)Cc3ccccc3)c2)CC(C)O1 (stereo not given)
  A = 0	B = 0.8	C = 3	D = -2	E = 9	F = 1	G = 2	H = -2	I = 0.1
COc1ccc(CCNC(=O)COC(=O)c2cc(=O)[nH]c3ccccc23)cc1
  A = 3	B = /	C = /	D = /	E = 4	F = -4	G = /	H = /	I = -0.2
CCCCc1cc(=O)oc2cc(O)ccc12
  A = 14	B = 3.1	C = -2	D = 0	E = 1	F = 21	G = 2	H = -1	I = 0.0
CCCCn1nnc(NC(=O)CC23CC4CC(CC(C4)C2)C3)n1
  A = 5	B = 0.9	C = 0	D = 3	E = -3	F = 9	G = 1	H = 2	I = 0.0
CCOc1ccc(-c2c(C(=O)N/N=C/c3ccc(O)cc3)nnn2-c2nonc2N)cc1
  A = 3	B = 0.8	C = 6	D = -1	E = -18	F = 4	G = -6	H = 3	I = 0.0
CN(C)CC(C)(C)CNC(=O)C1CCN(CCCc2ccccc2)CC1
  A = 0	B = 1.2	C = 2	D = 9	E = 6	F = -9	G = 3	H = 2	I = -0.1
CSc1nc(N2CCOCC2)c2sccc2n1
  A = 3	B = -0.8	C = 0	D = -3	E = 6	F = 10	G = -4	H = -1	I = 0.1
COc1ccccc1C(=O)Nc1c(-c2ccccc2)nc2ccccn12
  A = -5	B = 1.8	C = -7	D = -1	E = -11	F = -13	G = -3	H = -2	I = 0.0
CCOC(=O)C(NC(=O)CC)(Nc1ccc(S(=O)(=O)Nc2cc(C)on2)cc1)C(F)(F)F (stereo not given)
  A = 2	B = 2.4	C = 7	D = 2	E = -12	F = -1	G = -4	H = 0	I = 0.3
O=C(CN1CCN(S(=O)(=O)N2CCCCCC2)CC1)Nc1ccc(Br)cc1
  A = 2	B = 1.8	C = -6	D = 3	E = ?	F = 5	G = 0	H = 0	I = 0.0
CCn1c(=O)cc(N2CCC3(CC2)OCCO3)[nH]c1=O
  A = -3	B = 3.8	C = -3	D = -1	E = 127	F = -2	G = -3	H = -3	I = -0.1
Cc1cccc(NC(=O)c2ccc(Cl)c(S(=O)(=O)N3CCc4ccccc43)c2)n1
  A = -5	B = 3.7	C = /	D = /	E = -4	F = 4	G = 0	H = /	I = 0.1
C=CCN1C=C2C(=O)C(C)(OC(=O)CCC(=O)OC)C(=O)C=C2C=C1C1CC1 (stereo not given)
  A = -2	B = 9.2	C = -2	D = 6	E = -8	F = -8	G = -3	H = -8	I = -0.1
CC1(C)CC(NC(=O)CCc2nnc(CCCCc3ccccc3)o2)CCO1 (stereo not given)
  A = 4	B = 0.0	C = 0	D = 5	E = -8	F = 2	G = -4	H = 2	I = 0.0

3 successive records out of the list so far, for reference:
Short keys – A = procasp3 activ; B = PP5 primary; C = Fh CTSL1 inh; D = HCV core dimer; E = GASC-1 inh; F = proCasp7 act; G = PP1 inh; H = TPT1 inhibitor; I = Efflux pump inh
CCOc1ccc(-c2c(C(=O)N/N=C/c3ccc(O)cc3)nnn2-c2nonc2N)cc1
  A = 3	B = 0.8	C = 6	D = -1	E = -18	F = 4	G = -6	H = 3	I = 0.0
CN(C)CC(C)(C)CNC(=O)C1CCN(CCCc2ccccc2)CC1
  A = 0	B = 1.2	C = 2	D = 9	E = 6	F = -9	G = 3	H = 2	I = -0.1
CSc1nc(N2CCOCC2)c2sccc2n1
  A = 3	B = -0.8	C = 0	D = -3	E = 6	F = 10	G = -4	H = -1	I = 0.1

Next compounds
Short keys – A = procasp3 activ; B = PP5 primary; C = Fh CTSL1 inh; D = HCV core dimer; E = GASC-1 inh; F = proCasp7 act; G = PP1 inh; H = TPT1 inhibitor; I = Efflux pump inh
Cc1ccc(NC(=O)CC2SC(=O)NC2=O)cc1 (stereo not given)
  A = -6	B = -2.2	C = -1	D = 5	E = -4	F = 9	G = 2	H = 6	I = -0.2
COc1cc(OC)c(-c2nnc3n(CCc4ccccc4)c(=O)c4ccccc4n23)cc1OC
  A = 4	B = 1.0	C = -2	D = -1	E = -13	F = 0	G = -3	H = 0	I = -0.2
Fc1ccc(CNCc2ccco2)cc1
  A = -2	B = 1.3	C = -6	D = -7	E = -19	F = 3	G = 2	H = -2	I = 0.7
CCCn1c(=O)c2ccccc2n2c(=S)[nH]nc12
  A = -13	B = 0.7	C = 1	D = 2	E = -1	F = -8	G = -5	H = 6	I = 0.3
O=C(OCC(=O)N1CCCC1)c1c2c(nc3ccccc13)CCCCC2
  A = 0	B = -3.2	C = -5	D = 2	E = -6	F = -4	G = 2	H = 2	I = 0.2
CCCC[C@H]1C2=C3[C@@H](CC(C(=O)OC)=C[C@@H](C(=O)OC)[C@H]3C(C)(C)C2=O)n2c(=O)n(-c3ccccc3)c(=O)n21
  A = -2	B = 0.3	C = 1	D = 10	E = 19	F = -3	G = -3	H = -2	I = 0.2
C#CCOc1c(Br)cc(/C=C2/C(=O)ON=C2C)cc1OCC
  A = 13	B = 2.2	C = -3	D = 7	E = -6	F = -5	G = -2	H = 0	I = 0.2
O=C(CN1C(=O)NC2(CCCc3ccccc32)C1=O)N1CCN(C(=O)c2ccco2)CC1 (stereo not given)
  A = 9	B = 0.6	C = -5	D = 0	E = 12	F = 2	G = -1	H = -2	I = -0.1
CCO[C@H]1c2c(ccc3ccc(=O)oc23)OC(C)(C)[C@@H]1O
  A = 11	B = -1.7	C = /	D = /	E = -5	F = 15	G = -2	H = /	I = 0.1
COc1ccc2c(c1)CCCC21NC(=O)N(CC(=O)N2CC(C)OC(C)C2)C1=O (stereo not given)
  A = 12	B = /	C = /	D = /	E = 5	F = 10	G = /	H = /	I = -0.2
Cc1ccc(-n2cc(CN3CCC(CO)(Cc4cccc(C(F)(F)F)c4)CC3)cn2)cc1
  A = -2	B = 2.6	C = 0	D = -14	E = 5	F = 11	G = -1	H = 3	I = -0.1
CCCCCCSC1=C(C#N)C(c2ccccc2)CC(=O)N1 (stereo not given)
  A = -3	B = 0.6	C = 7	D = 3	E = -4	F = 3	G = -4	H = -2	I = 0.1
O=C(NCc1cccs1)c1nc2ncccn2n1
  A = -1	B = 0.2	C = 6	D = -1	E = 10	F = 11	G = 0	H = -2	I = 0.1
CCCCCCn1c(N2CCCC2)nc2c1c(=O)[nH]c(=O)n2C
  A = -4	B = 1.5	C = -3	D = -7	E = 12	F = -6	G = 1	H = -1	I = -0.1
Nc1c2c(nc3c1CCCC3)CCCC2 (tested in a mixture with another compound)
  A = 1	B = 1.0	C = -1	D = -12	E = -10	F = 0	G = 0	H = -1	I = 0.0
CC(C)n1nc(C(=O)OCC(=O)N2CC(=O)Nc3ccccc32)c2ccccc2c1=O
  A = 6	B = -0.9	C = 2	D = -6	E = 0	F = 4	G = -1	H = -3	I = 0.2
CCCn1nnc(NC(=O)c2cc3ccccc3o2)n1
  A = 3	B = 3.2	C = -5	D = 0	E = -4	F = 3	G = -2	H = -1	I = 0.0
O=C(NNC1=NC2(CCCC2)Cc2ccccc21)c1ccncc1
  A = -6	B = 0.0	C = -2	D = -5	E = 4	F = 4	G = 4	H = 0	I = -0.2
COc1cccc(NC(=O)c2ccccc2SC)c1
  A = 7	B = 0.2	C = -2	D = 1	E = 5	F = 3	G = 2	H = 3	I = 0.0
Clc1ccc(COn2c(-c3ccc(Cl)cc3)nc3ccccc32)cc1
  A = 9	B = 4.0	C = 2	D = 0	E = 2	F = -5	G = 2	H = 1	I = -0.1
COc1cc(CNc2ccc(N3CCOCC3)cc2)ccc1OCC(=O)NC(C)(C)C
  A = -1	B = 5.2	C = -3	D = -17	E = -6	F = -13	G = 0	H = 5	I = 0.3
CCOc1cc(N2CCOCC2)c(OCC)cc1NC(=O)c1ccc(S(=O)(=O)N(C)C)cc1
  A = 4	B = -0.2	C = -3	D = -4	E = -7	F = -5	G = 0	H = 3	I = 0.3
CCOc1cc(/C=N\NC(=O)c2ccc(NC(=O)C(C)(C)C)cc2)ccc1OC(=O)c1ccc(C)cc1
  A = -3	B = -0.1	C = 0	D = 11	E = 2	F = -6	G = -2	H = 5	I = 0.2
NC(=O)C1CCN(C(=O)CN2CCCc3ccccc32)CC1
  A = -3	B = 2.6	C = 2	D = -6	E = 4	F = 1	G = 3	H = -1	I = 0.1
CC(C)OC(=O)c1ccc(NC(=O)c2cncc(Br)c2)cc1
  A = 9	B = 5.3	C = -2	D = -5	E = 2	F = 7	G = 0	H = -4	I = 0.0
C[C@H](NC(=O)c1nc[nH]c1C(=O)NCc1ccccc1)c1ccccc1
  A = 9	B = 2.3	C = /	D = /	E = -2	F = 8	G = 1	H = /	I = 0.2
CC(C)CNC(=O)NC(=O)COC(=O)Cn1cnc2ccccc2c1=O
  A = -6	B = -2.1	C = 1	D = -3	E = -8	F = 12	G = -2	H = 2	I = 0.1
CC(/C=N/NC(=O)CSc1nc(C)cc(C)n1)=C\c1ccccc1
  A = -1	B = 1.8	C = -1	D = -2	E = 4	F = 9	G = 3	H = 22	I = 0.2
CN1CCN(C2=NC3(CCCC3)C(C#N)C(=O)N2)CC1 (stereo not given)
  A = 8	B = 1.8	C = 4	D = -8	E = 3	F = 3	G = -1	H = -9	I = 0.1
COc1ccc(S(=O)(=O)N2CCOCC2)cc1NC(=O)[C@@H]1CCCN1C(=O)c1cccs1
  A = -3	B = 2.5	C = -1	D = 5	E = 8	F = 1	G = -2	H = -1	I = 0.0
CCOc1ccccc1NC(=S)N1CCC(NC(=O)NC23CC4CC(CC(C4)C2)C3)CC1
  A = 10	B = 2.3	C = -1	D = 2	E = 0	F = 3	G = 0	H = -2	I = 0.1
